OX1R antag-1: blocks the human orexin 1 receptor; AID 434989; O43613; 330,000 tested, 0.43% active; inhibition, % at 5 µM; CHO/OX1R cells, Fluo-8 calcium fluorescence, orexin A;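 active means inhibition above its plate's threshold, mean inhibition of all tested compounds on the plate plus 3 SD, cut at about 37% in these data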;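 further: 0% = orexin A challenge wells and 100% = SB-334867-A antagonist wells; not every result past the cut was called active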
Target sequence (O43613 whole entry, looked up): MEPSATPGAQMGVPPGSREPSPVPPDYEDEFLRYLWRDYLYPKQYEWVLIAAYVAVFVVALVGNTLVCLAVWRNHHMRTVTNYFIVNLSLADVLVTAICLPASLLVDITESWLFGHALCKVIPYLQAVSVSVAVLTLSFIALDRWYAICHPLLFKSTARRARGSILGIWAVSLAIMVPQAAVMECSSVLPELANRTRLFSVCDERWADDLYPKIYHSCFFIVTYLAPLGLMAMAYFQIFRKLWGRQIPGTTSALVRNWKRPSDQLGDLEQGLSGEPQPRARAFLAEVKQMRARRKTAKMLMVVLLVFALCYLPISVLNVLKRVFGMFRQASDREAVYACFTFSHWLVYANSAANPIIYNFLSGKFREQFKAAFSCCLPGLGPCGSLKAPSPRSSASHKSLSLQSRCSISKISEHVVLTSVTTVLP
OX1R antag-2: antagonists of human orexin 1 receptor (OX1R) | O43613 | OX1R-expressing cells, FRET antagonist read-out | inhibition, % at 6.6 µM | 330,000 tested, 1.8% active | AID 485270; in the data active means inhibition mostly above about 38%, no sharp cut-off; inactive means mostly below about 40%;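 further: 0% = agonist challenge alone and 100% = reference antagonist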
CHT allo act: allosteric activators of human choline transporter CHT | B-score at 10 µM | CHT-expressing cells, membrane potential dye, choline EC20; stronger effect = higher value; LV-AA mutant CHT in HEK293 cells | Q9GZV3 | 310,000 tested, 0.49% active;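 active means initial fluorescence not abnormally high and integrated response B-score, plate-corrected, over 3 SD above library mean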
Target sequence (Q9GZV3 whole entry, looked up): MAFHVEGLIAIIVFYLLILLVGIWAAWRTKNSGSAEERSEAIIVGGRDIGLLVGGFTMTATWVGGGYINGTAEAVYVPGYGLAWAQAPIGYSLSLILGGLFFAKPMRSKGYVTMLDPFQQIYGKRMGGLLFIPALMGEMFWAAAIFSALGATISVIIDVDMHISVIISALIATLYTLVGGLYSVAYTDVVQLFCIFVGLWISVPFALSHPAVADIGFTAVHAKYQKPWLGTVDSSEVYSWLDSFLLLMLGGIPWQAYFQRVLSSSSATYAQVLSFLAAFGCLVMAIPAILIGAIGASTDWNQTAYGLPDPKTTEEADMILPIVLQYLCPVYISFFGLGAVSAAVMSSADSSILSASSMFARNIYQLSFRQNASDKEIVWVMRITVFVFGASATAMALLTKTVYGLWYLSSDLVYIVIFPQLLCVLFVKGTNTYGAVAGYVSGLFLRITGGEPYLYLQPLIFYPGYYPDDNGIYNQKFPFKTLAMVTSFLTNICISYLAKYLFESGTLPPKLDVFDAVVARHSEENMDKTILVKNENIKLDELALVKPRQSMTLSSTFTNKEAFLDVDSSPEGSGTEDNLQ
Starred values were filed as active, the others as inactive; i = inactive; · = not tested or not shown.

Compound	OX1R antag-1	OX1R antag-2	CHT allo act
Cc1c(-c2cccs2)[n+](=O)c2c(n1[O-])CCCC2	15.3	8.3	i
O=C(c1ccc(Cn2cc(Br)cn2)o1)N1N=C(C(F)F)CC1(O)C(F)F (centres undefined)	-2.3	7.6	i
Cc1onc(C(=O)NN)c1C(=O)N1CCN(C(c2ccccc2)c2ccccc2)CC1	-37.2	19.9	i
Cc1sc2nc(C(C)C)nc(SCC(=O)NC3CC3)c2c1C	-36.8	21.7	i
Cc1ccc(C2CC(c3ccco3)n3nc(N)nc3N2)cc1 (centres undefined)	-23.1	15.3	i
COc1cc(OC)cc(C(=O)OCc2cc3ccccc3[nH]c2=O)c1	-7.9	32.2	i
O=C(/C=C/c1ccccc1Cl)N1CCN(c2ncccn2)CC1	0.3	47.7	i
O=C(NCCc1ccccc1)c1ccc([N+](=O)[O-])cc1	-12.0	20.8	i
CC(C)(CO)NCc1cccc(OCc2ccc(Cl)cc2)c1	-10.7	1.8	i
Cc1cc(C)cc(OC(=O)CN2C(=O)c3ccccc3C2=O)c1	-4.5	8.6	i
Cc1cc(C)n(-c2nc3ccccc3nc2N2CCOCC2)n1	-24.0	19.1	i
Nc1ncn(C(=O)c2ccco2)n1	1.3	11.8	i
CCC(=O)OCC(=O)Nc1ncc(C(F)(F)F)cc1Cl	-12.9	12.0	i
CN(C(=O)Cn1cc(C(F)(F)F)cc(Cl)c1=O)C1CCS(=O)(=O)C1 (centres undefined)	8.8	10.5	i
CC(C)(C)c1ccc(OCC(O)CSc2ncn[nH]2)cc1 (centres undefined)	7.2	4.0	i
COc1ccc(C(C(=O)NCCC(C)C)N(CCN2CCOCC2)C(=O)Cn2nnc3ccccc32)c(OC)c1 (centres undefined)	-34.2	15.0	i
CC(N=c1ccccn1C(=O)Nc1cccc(C(F)(F)F)c1)c1ccco1 (centres undefined)	-7.9	13.7	i
Cc1nn(-c2ccccc2)c(Cl)c1C(=O)N1CCN(C)CC1	-8.6	22.5	i
CCNc1nnc(SCC(=O)N2c3ccccc3NC(=O)CC2C)s1 (centres undefined)	2.1	2.8	·
COC(=O)c1c(SCC(=O)NC2CCCCC2)[nH]c2ccccc2c1=O	7.9	5.6	i
CCn1c(C)cc(/C=C2/NC(=O)N(Cc3ccccc3F)C2=O)c1C	-10.2	18.4	i
Cc1noc(C)c1CSCC(=O)Nc1nc2c(F)cc(F)cc2s1	-5.0	7.7	·
Cc1ccc(S(=O)(=O)Nc2nonc2C)cc1	-2.7	13.9	i
CC1CCCC(C)N1C(=S)SCC(=O)O (centres undefined)	-13.5	9.8	i
CC(c1ccc(F)cc1)n1cc(S(=O)(=O)N2CCCC2)ccc1=O (centres undefined)	-19.5	-2.3	·
Cc1ccc2cc3cc(C(=O)NCCCN4CCCC4)oc3nc2c1	-19.2	33.6	i
CSc1ccc(S(=O)(=O)N2CCC(C(=O)NCCN3CCOCC3)CC2)cc1	-1.5	6.7	i
CO/N=C(/CS(=O)(=O)c1ccc(C)cc1)c1ccc(OC)cc1	-18.6	12.1	i
CCOC(=O)N1CCN(Cc2nc3ccc([N+](=O)[O-])cc3c(=O)n2-c2cccc(OC)c2)CC1	-23.7	40.8	i
Cc1cccc(C)c1NC(=S)N/N=C/c1ccc(C(=O)O)cc1	-1.2	9.5	i
Cc1ccccc1OCC(=O)Nc1sc(C(=O)Nc2cccc(C)c2C)c(C)c1C#N	0.5	0.5	i
CN1CCN(S(=O)(=O)c2ccc3c(c2)NC(=O)C2CCCN32)CC1 (centres undefined)	2.0	10.3	i
CC(CO)NCC12CC3CC(CC(C3)C1)C2 (centres undefined)	-12.5	13.1	i
Cc1sc2nc(CSc3n[nH]c(N)n3)[nH]c(=O)c2c1C	-6.5	16.5	i
CC1CCC2(CC1)NC(=O)N(CC(=O)Nc1cccc(S(=O)(=O)N3CCCC3)c1)C2=O (centres undefined)	2.9	-1.2	·
COC(=O)C(O)(CC(=O)Nc1cccc(SC)c1)C(F)(F)F (centres undefined)	-5.2	15.8	i
CCS(=O)(=O)N1CCCC(C(=O)N2CCc3ccccc3C2)C1 (centres undefined)	-20.4	16.4	i
Cc1cc(C(=O)OCC(=O)N2CC(=O)Nc3ccccc32)c(C)n1-c1ccc(F)cc1	-16.8	24.9	i
NCCCC[C@@H](C(=O)NCCCCCCCCCCC(=O)N1CCNCC1)n1cc(CCO)nn1	-6.4	-0.3	i
CC[C@]12c3[nH]c4ccc(OC)cc4c3CCN1C(=O)C(CC(=O)NCC13CC4CC(CC(C4)C1)C3)C[C@@H]2C(=O)N1CCN(C(=O)C2CC2)CC1 (some centres undefined)	-33.5	8.1	·
O=C(NCc1ccco1)c1ccccc1-c1nc(-c2ccc(F)cc2)no1	-24.4	2.5	i
CC(C)(O)C#Cc1ccc(C(=O)N2CCN(C(=O)c3ccco3)CC2)cc1	-14.1	11.2	i
COc1ccc(CCN2CC(C(=O)N3CCN(C(C)=O)CC3)CCC2=O)cc1 (centres undefined)	7.7	43.6	i
Cc1ccc(S(=O)(=O)NCC(=O)NCCc2c[nH]c3ccccc23)cc1C	2.2	45.2	i
O=C(CCC(=O)N(CC(=O)NC1CCCC1)C1CCCCC1)Nc1ccccn1	-25.9	6.6	i
Cc1cc(=O)oc(C)c1C(=O)NCC1CCCO1 (centres undefined)	8.3	13.5	i
CCOC(=O)C1=CN(Cc2cccc(-c3cccnc3)c2)S(=O)(=O)N(C)C1C (centres undefined)	-9.5	10.1	·
CCN(CC)S(=O)(=O)c1ccc(N2CCCC2)c(NS(=O)(=O)c2ccc(OC)cc2)c1	-19.7	25.3	i
Cc1ccc(S[C@@H](CCN2CC[C@H](NC(=O)OCc3ccccc3)CCC2=O)c2ccccc2)cc1	-28.4	22.8	i
CCOC(=O)c1cccnc1SCC(=O)NC(C)CC (centres undefined)	-8.7	11.1	i

Continuation:
Compound	OX1R antag-1	OX1R antag-2	CHT allo act
FC(F)(F)c1cccc(Cn2nnnc2-c2cccc(C(F)(F)F)c2)c1	-17.6	0.3	i
CC(C)(C)c1nnc2sc(SCCN3C(=O)c4ccccc4C3=O)nn2c1=O	-15.0	34.9	i
CC1(C)CC(=O)C=C(/C=C/c2ccccc2)C1	-28.3	1.7	·
COc1ccc(C)cc1NC(=O)CSc1cccc[n+]1[O-]	-2.2	-5.7	·
COc1cc(C(=O)N[C@@H](C)C(=O)N2CCC3(CC2)NCCc2[nH]cnc23)cc(OC)c1OC	-0.2	-1.7	i
COc1ccc(/C=N/NC(=O)CC(=O)NCc2cccnc2)c(OC)c1	15.8	25.1	i
COc1cc(OC)cc(C(=O)NCC2CCCN(C(=O)c3oc(C)cc3C)C2)c1 (centres undefined)	-32.4	29.3	i
COc1cc(NC(=O)CN(C)S(=O)(=O)c2ccc(-c3ccc(=O)[nH]n3)s2)cc(OC)c1	1.2	18.7	i
Cc1cccn2c(/C=N/OCc3cccc(F)c3)c(-c3ccc(Cl)cc3)nc12	-3.2	5.2	i
Cc1ccc(C(=O)NNC(=O)OC(C)(C)C)c(Cl)c1	-16.2	-1.1	i
Cc1occc1-c1nnc(SCC(=O)NCCc2ccccc2)n1C(C)c1ccccc1 (centres undefined)	63.7*	83.3*	i
CC(C)CNS(=O)(=O)c1ccc(CCC(=O)NC2CCCC2)cc1	-39.1	10.1	i
Cc1ccc(OCc2ccc(C(=O)Nc3nccs3)o2)cc1C	-18.3	11.9	i
O=C(NNC(=O)c1cc(C(F)(F)F)cc(C(F)(F)F)c1)c1ccc(Cl)cc1	-0.8	6.2	i
O=C1N(Cc2cccc(Cl)c2)C[C@@H]2C[C@@H](c3ccccn3)N3CCC[C@@]123	-30.2	10.4	i
C=CCn1c(SCC(=O)Nc2nc3ccccc3s2)nc(O)c(CC)c1=O	-14.8	8.8	i
CCN1CCN(C(c2cccs2)C(C)NC(=O)c2ccccc2)CC1 (centres undefined)	-3.8	0.4	i
Cc1csc2ncc(C(=O)N3c4ccccc4CC3C)c(=O)n12 (centres undefined)	-19.3	11.1	i
COC(=O)C1=C(C)N(Cc2ccccc2)C(=NCc2cccc(C(F)(F)F)c2)N[C@H]1c1cccc(C(F)(F)F)c1	18.4	1.6	·
CC(C)CC1NC(=S)N(C2CCCCC2)C1=O (centres undefined)	-20.0	24.0	i
CC(/C=C/c1ccccc1F)=N\NC(=O)c1cccc(F)c1	-27.2	25.2	i
COCCCNC(=S)N/N=C/c1ccc(OC)c(Br)c1	-14.0	5.2	i
CC1CC(C)CN(S(=O)(=O)N2CCCC(C(=O)NCCCN3CCOCC3)C2)C1 (centres undefined)	-22.1	10.4	i
COc1cccc(NC(=O)NNC(=O)c2ccc3c(c2)NC(=O)C(C)(C)O3)c1	-3.1	17.8	i
Cc1ccc(/C=N/NC(=O)Nc2ccccc2)o1	-9.7	5.0	i
Cc1ccc(/C=N/n2c(C)n[nH]c2=S)o1	7.3	5.1	i
NS(=O)(=O)c1ccc(CCNC(=O)CNC(=O)c2ccccc2F)cc1	-17.1	-3.9	i
NC(=S)Nc1nccc(-c2cccs2)n1	-13.7	28.8	i
O=[N+]([O-])c1ccc2c(c1)C(O)n1ncnc1S2 (centres undefined)	1.8	107.9*	i
CCNC(=S)NNC(=O)c1ccc(OC)cc1	3.5	7.0	i
CCN(CC)C(=O)[C@H]1C[C@H](CC(=O)NC(C)(C)C)C(=O)N2CCc3c([nH]c4ccc(Cl)cc34)[C@]12C	-39.7	11.0	·
CCNC(=O)Cn1c(=O)c(=O)n(Cc2ccccc2)c2ccc(Cl)cc21	-10.2	19.7	i
C=CCn1c(Oc2ccc(C(=O)OC)cc2)nc2c1c(=O)n(C)c(=O)n2C	-4.7	15.5	i
COc1cc2c(c(OC)c1CC=C(C)C)C[C@H](c1ccc(O)cc1O)CO2	10.3	4.9	i
CC(C)Oc1ccc(C(=O)Nc2cccc3cccnc23)cc1	19.2	79.3*	i
O=C(C1=C[C@@H](c2ccc3c(c2)OCO3)C[C@@H](OCCCCO)O1)N1CCN(Cc2ccc3c(c2)OCO3)CC1	-36.8	27.7	i
COc1cccc(CN2CCN(C(=O)c3cccc(OC)c3)CC2)c1	-15.0	-7.2	i
O=C1CC(c2ccco2)CC2=C1C1c3ccccc3C(=O)N1c1ccccc1N2 (centres undefined)	-27.9	15.4	i
COc1cccc(CN(C(=O)c2ccccc2)C2CCS(=O)(=O)C2)c1 (centres undefined)	-25.3	2.8	i
COc1ccc(NC(=O)CCNS(=O)(=O)c2cc(Br)cnc2N)c(OC)c1	-21.4	36.3	i
CCCCN(CC)Cc1ccc(CNC(=O)Nc2ccc(Cl)cc2)o1	-23.8	9.5	i
O=C(CCCCCN1C(=O)c2ccccc2C1=O)Nc1ccccc1	-18.0	16.1	i
N#CCOC(=O)C1c2ccccc2Oc2ccccc21	-14.9	12.7	i
CC(=C/c1ccccc1)/C=N/NC(=O)c1ccccn1	-21.9	9.1	i
C/C(=N\NC(=O)Cc1ccc(Cl)cc1)c1ccc(F)cc1	-22.0	6.5	i
CCN(CC)C(=O)Cn1cc(S(=O)(=O)CC(=O)N2CCOCC2)c2ccccc21	-6.2	13.5	i
O=C1CC(c2ccccc2)Cc2nc(NCc3ccco3)ncc21 (centres undefined)	-6.4	11.2	i
CCCCCCCCCCCCC(=O)CCCCC(=O)O	-4.4	5.6	i
CN(C(=O)Cn1cnc2ccccc2c1=O)C1CCS(=O)(=O)C1 (centres undefined)	2.4	16.1	i
CC1CN(C(=S)Nc2ccc(Br)cc2)CC(C)O1 (centres undefined)	-21.8	6.2	i

Continued:
Compound	OX1R antag-1	OX1R antag-2	CHT allo act
CCN(CC)S(=O)(=O)c1cc(NC(=O)CSc2nnc(N)s2)ccc1C	-25.8	1.9	·
O=C(NCCCN1CCOCC1)[C@@H]1CSC2c3ccccc3C(=O)N21 (some centres undefined)	1.1	7.4	i
O=C(NCC(c1cccnc1)N1CCOCC1)c1ccc2c(c1)OCO2 (centres undefined)	-15.2	13.4	i
COc1ccc(CN2CCN(Cc3c[nH]c4ccccc34)CC2CCO)c(F)c1 (centres undefined)	-32.5	20.2	i
COc1cccc(CN=C2Nc3ccccc3CS2)c1	-39.9	18.6	i
CN(C)c1cc(-c2ccc(C#N)cc2)oc(=O)c1Cl	-26.1	35.5	i
Cn1c(/N=C/c2cccs2)nc2ccccc21	1.9	0.6	i
O=C(NCc1ccco1)c1cccc2c1C(=O)c1ccc(N3CCC(Cc4ccccc4)CC3)cc1S2(=O)=O	43.6	11.0	·
Cc1cc(/C=N/n2c(COc3ccccc3)nc3ccccc3c2=O)c(O)c([N+](=O)[O-])c1	-17.6	91.9*	i
CN(C)S(=O)(=O)c1ccc(N=Cc2c(C(F)(F)F)[nH][nH]c2=O)cc1	-15.4	3.4	i
C[C@H](NC(=O)[C@@H]1Cc2ccccc2CN1)C(=O)NC1CCCC1	-2.6	3.9	i
COC(=O)c1ccc(/C=N/NC(=S)NCCN2CCOCC2)cc1	-8.8	24.7	i

Just OX1R antag-2 and OX1R antag-1 (two entries from above):
molecule | OX1R antag-2 | OX1R antag-1
O=C(CCC(=O)N(CC(=O)NC1CCCC1)C1CCCCC1)Nc1ccccn1 | 6.6 | -25.9
C=CCn1c(Oc2ccc(C(=O)OC)cc2)nc2c1c(=O)n(C)c(=O)n2C | 15.5 | -4.7
